IEC-6 tox – counter-screen for KLF5 inhibitors: cytotoxicity in IEC-6 cells; IEC-6 cytotoxicity, luminescence viability; inhibition, % at 5 µM; 0.78% of 290,000 active; AID 1825; in the data active = inhibition above about 22%;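 also: 0% = plate median of test compound wells and 100% = cytotoxic reference compound wells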
HSP90 refold inh – inhibitors of HSP90 luciferase refolding in rabbit reticulocyte lysate; luciferase refolding luminescence, 3 h; inhibition, % at 5.6 µM; 0.91% of 290,000 active;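 active = inhibition above the screen-wide mean plus 3 SD, computed separately per campaign, cut at about 16% in these data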;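 also: 0% = DMSO wells and 100% = 60 µM geldanamycin wells; inhibitors lower the luminescence because luciferase stays unfolded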
KLF5 inh – suppresses KLF5 promoter-driven expression; DLD-1 KLF5 promoter-luciferase reporter, luminescence; inhibition, % at 5 µM; 0.23% of 290,000 active;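 active = inhibition above a per-plate limit of that plate's mean compound inhibition plus 3 SD, cut at about 60% in these data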;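 also: 0% = DMSO wells and 100% = LY294002 at 200 µM; higher means less KLF5 promoter-driven luciferase light; inactives centre near -14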
AI-2 QS mod – modulates the Vibrio harveyi AI-2 quorum sensing system; Vibrio harveyi JMH597 AI-2 luminescence/OD600 ratio, 9 h; active compounds read low; strain lacks LuxN and CqsS sensors; 0 = neutral-control median; AID 2094; activity change, % at 7.5 µM; 0.4% of 300,000 active; in the data active = activity change below about -75%, passing the limit was not always enough;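 also: luminescence divided by OD600 gain over 9 h not by final OD600 alone; inactives centre near 13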
HSF1 inh – HSF1 inhibition | AID 2098 | NIH3T3-HGL HSE-luciferase, MG132-induced, luminescence 8 h; active compounds read low | activity change, negative = inhibition, % at 7.5 µM (by protocol) | 0.77% of 300,000 active;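 active = more than half of replicate wells show activity change below -50%, luminescence cut by over half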;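 also: luciferase reports HSF-1 transcriptional activity via heat shock element; 0% = median of DMSO wells and -100% = zero luminescence signal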
HIF act – HIF pathway transcriptional activation; activation, % at 7.5 µM (by protocol); AID 1910; 0.32% of 300,000 active; U2OS HRE-luciferase reporter, luminescence; normalized: DMSO 0%, desferrioxamine 100%;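 active = mean activation of at least 10% of the iron chelator positive control signal, with at least half of replicates also reaching 10%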
SKKanGAS inh – SKKanGAS growth inhibition; S. pyogenes SKKanGAS, kanamycin growth, BacTiter-Glo, 6 h; inhibition, % at 7.5 µM; 1.3% of 300,000 active;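 active = mean replicate score, as percent of positive control median, at least 50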;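 also: strain carries kanamycin resistance gene driven by streptokinase promoter and grows in 40 µg/ml kanamycin; loss of luminescence reflects streptokinase promoter inhibition or plain growth inhibition; 0% = median of DMSO wells and 100% = positive control at its reference dose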
HSF-1 act – increases HSF-1 driven luciferase reporter signal. 1.7% of 300,000 active. NIH3T3-HGL HSF-1 luciferase reporter, MG132, 8 h; 100% = twice DMSO control signal. activation, % at 9 µM. AID 504408;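 active = mean replicate activation of at least 50% with a set share of replicates each reaching 50%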;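 also: 0% = median of the neutral control wells and 100% = twice that signal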
aSyn 5UTR inh – MLPCN primary screen, SNCA 5' untranslated region | alpha-synuclein 5'UTR reporter, inhibitor activity | inhibition, % (tested at 7.5 µM) | 0.82% of 300,000 active; in the data active = inhibition above about 60%;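 also: H4 neuroglioblastoma cells stably carrying SNCA 5'UTR luciferase fusion; 0% = DMSO wells and 100% = positive control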
Platelet DG rel – platelet dense granule release activity. human platelet-rich plasma, SFLLRN dense granule ATP release, luminescence. inhibition, %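 (compounds screened at 7.5 µM in platelet-rich plasma)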. 0.22% of 300,000 active;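 active = mean replicate score, as percent of positive control, at or above 50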
Numbers without * were called inactive; x = no result given. Hits appear at their usual frequency. About 6% of those tested had a hit in this group.

no.	mol	IEC-6 tox	HSP90 refold inh	KLF5 inh	AI-2 QS mod	HSF1 inh
1	CCOC(=O)c1c(NC(=O)c2cc(-c3ccc(Cl)s3)nc3ccccc23)sc(C(N)=O)c1C	-1	0	2	22	-5
2	Cc1ncc(CSCC(=O)Nc2cc(C(F)(F)F)ccc2Cl)c(CO)c1O	-5	0	-12	17	6
3	Cn1c(C(=O)NCCN2CCN(c3ccccc3F)CC2)cc2c(=O)n(C)c3ccccc3c21	2	-2	-37	-5	-8
4	CCn1c(SCC(=O)c2ccc(Cl)cc2)nnc1-c1ccoc1C	3	1	-20	8	40
5	Clc1ccc(-c2cc3ccccc3[nH]2)cc1	3	0	-46	29	16
6	C/C(=N\OCc1ccccc1)c1c(O)cc(C(C)C)n(-c2ccccc2)c1=O	6	-1	12	-1	-6
7	CCOC(=O)c1cnc(SCC(=O)Nc2ccc(NC(=O)CC)c(OC)c2)nc1N	0	1	-20	-1	-2
8	CC(=O)Nc1c(C(=O)Nc2ccc3c(c2)OCO3)oc2ccccc12	-5	-7	-149	11	-43
9	Cn1cc(Cl)c(C(=O)NNC(=S)NCc2ccco2)n1	2	-1	-11	45	-2
10	O=C(O)COc1ccc2oc3c(c2c1)CCCC3	-1	8	-27	28	-10

no.	HIF act	SKKanGAS inh	HSF-1 act	aSyn 5UTR inh	Platelet DG rel
1	-0.2	1	-4	-3	28
2	-2.2	4	18	7	-2
3	-0.1	0	-12	9	1
4	1.0	-14	75*	-4	1
5	4.7	15	46	-218	0
6	-0.2	4	-11	-5	-5
7	0.0	-2	5	6	-1
8	4.6	-5	-57	-88	2
9	0.2	-11	21	-20	1
10	0.3	8	0	2	-3

(next part)
no.	mol	IEC-6 tox	HSP90 refold inh	KLF5 inh	AI-2 QS mod	HSF1 inh
11	COc1ccc(/C=N/NC(=O)c2ccc(NC(=O)c3cccc([N+](=O)[O-])c3)cc2)c(OC)c1	-5	-1	1	19	-8
12	CC(=O)Nc1c(N)c2ccccc2oc1=O	4	1	11	0	-3
13	O=C(COC(=O)c1cccc(S(=O)(=O)Nc2ccc(F)cc2)c1)NCCN1C(=O)CSC1=O	x	x	x	19	0
14	C/C(=N/NC(=O)C1COc2ccccc2O1)c1ccco1 (stereo unspecified)	-2	0	-34	12	-8
15	COC(=O)c1cc(S(=O)(=O)C(C)C)c(S(C)=O)s1 (stereo unspecified)	-3	5	-17	21	53
16	COc1cc(C2C(C(=O)c3ccco3)=C(O)C(=O)N2Cc2ccccc2)ccc1O (stereo unspecified)	12	-2	13	17	7
17	N=C(N)SCc1cccc2ccccc12	5	-3	6	9	-9
18	CN(c1ccc(C(=O)NCc2ccccc2)cc1)S(C)(=O)=O	3	-2	3	5	-9
19	COc1ccc(C(=O)n2nnc3ccccc32)cc1Br	2	0	16	9	9
20	CCOc1ccc(S(=O)(=O)c2c[nH]c3ccc(C)cc3c2=O)cc1	1	0	8	10	8

no.	HIF act	SKKanGAS inh	HSF-1 act	aSyn 5UTR inh	Platelet DG rel
11	-0.1	-9	-5	-57	-3
12	0.0	-1	-6	-2	5
13	0.6	-8	-4	5	-6
14	-0.1	-9	-6	-27	4
15	0.0	6	90*	-22	4
16	0.4	-2	0	-1	-2
17	-0.4	2	1	1	0
18	0.4	-4	-11	-20	6
19	-0.2	-6	-7	9	-8
20	0.6	-8	10	8	-1

(further entries)
no.	mol	IEC-6 tox	HSP90 refold inh	KLF5 inh	AI-2 QS mod	HSF1 inh
21	CCN(CC)C(=O)c1cc(-c2ccc3c(c2)OCO3)on1	0	-1	-83	-12	4
22	O=c1[nH]c(C2CCN(S(=O)(=O)Cc3ccccc3)CC2)nc2c1nnn2Cc1ccccc1Cl	-1	1	24	31	14
23	C=CCNC(=S)NNC(=O)COc1ccc(Cl)cc1Cl	-2	-2	-23	10	4
24	CC(=O)Nc1ccc(NS(=O)(=O)c2cc(-c3cnc(C4CC4)o3)ccc2C)cc1	23*	6	-42	17	-2
25	Cc1ccc(S(=O)(=O)N(c2ccc(Br)cc2)C2C=CS(=O)(=O)C2)cc1 (stereo unspecified)	2	4	6	0	x
26	O=C(NC(=S)Nc1cccc2cnccc12)c1ccccc1	-1	-1	-10	17	0
27	CCCCN(C)C(=O)c1nc2ccccn2c1CN1CCN(c2cnccn2)CC1	2	2	-35	17	1
28	CC(C)C(=O)NC(=S)/C=C1/N(C)c2ccccc2C1(C)C	-6	2	-13	x	-4
29	CCN(CC)C(=O)C1CCN(Cc2ccc(OCc3ccccc3)c(OC)c2)CC1	1	-1	-38	11	-3
30	CC(C)(C)C(=O)Nc1c(Cl)cccc1OC(F)(F)F	9	-1	-20	17	-7

no.	HIF act	SKKanGAS inh	HSF-1 act	aSyn 5UTR inh	Platelet DG rel
21	-3.0	-1	19	-132	5
22	-0.4	12	13	15	0
23	3.0	3	7	-38	8
24	-0.1	-3	6	-7	-14
25	x	1	x	x	-2
26	2.4	-5	5	-46	0
27	-0.4	-1	-13	7	-7
28	-0.5	-3	-4	-11	1
29	-0.1	-3	27	-20	1
30	-0.3	-9	2	-19	-14

The results go on.
no.	mol	IEC-6 tox	HSP90 refold inh	KLF5 inh	AI-2 QS mod	HSF1 inh
31	CC(C)Oc1ccc(/C=N/NC(=O)C2CCCN2S(=O)(=O)c2ccc(Cl)cc2)cc1 (stereo unspecified)	-5	0	-3	47	4
32	O=C(NNC(=O)C1CCN(S(=O)(=O)c2ccccc2)CC1)c1ccccc1O	11	-4	5	-21	0
33	COc1ccc(OCCOc2ccccc2[N+](=O)[O-])cc1	4	0	-46	23	12
34	O=C(N/N=C/C=C\c1ccccc1[N+](=O)[O-])c1ccco1	3	5	-13	46	5
35	Cc1cc2ccccc2c(=O)n1CC(=O)N(C)c1ccc(F)cc1	4	3	-16	41	12
36	COc1ccc(C(=O)NCCN2CCOCC2)c(OC)c1	-1	0	-12	-7	-4
37	COc1ccc(/C=N/NC(=O)c2cc(C34CC5CC(CC(C5)C3)C4)[nH]n2)cc1OC	0	0	18	10	-2
38	Cn1c2ccccc2c2cnn(CC(=O)Nc3cccc(F)c3)c(=O)c21	5	0	-35	14	-18
39	CC1CCN(C(=O)CSc2ccc(-c3cccnc3)nn2)CC1	5	1	-30	13	1
40	COc1ccc2c(c1OC)C(=O)OC2Nc1nc(-c2ccc(-c3ccccc3)cc2)cs1 (stereo unspecified)	-3	-2	-141	13	4

no.	HIF act	SKKanGAS inh	HSF-1 act	aSyn 5UTR inh	Platelet DG rel
31	-0.5	-6	9	8	15
32	0.6	-6	-2	5	22
33	2.5	0	16	-153	-5
34	1.4	-15	11	2	0
35	-26	-6	27	-6	-7
36	0.5	-4	-18	0	1
37	-0.2	4	4	6	10
38	-0.1	8	-1	1	5
39	0.1	-4	-15	10	6
40	0.2	-8	6	-233	6

(cont.)
no.	mol	IEC-6 tox	HSP90 refold inh	KLF5 inh	AI-2 QS mod	HSF1 inh
41	COc1ccc(-c2oc3ccccc3c2C(=O)OCc2ccccc2)cc1	2	4	-48	-1	-7
42	Cn1c(NCc2c(O)ccc3ccccc23)nc2ccccc21	-6	-3	-33	28	2
43	COc1ccc(C(C)=O)cc1CSc1nnc(-c2ccc(Cl)cc2)n1-c1ccccc1	-1	-1	-23	6	11
44	Cc1ccc(S(=O)(=O)Nc2nc3ccccc3nc2NCC2CCCO2)c(C)c1 (stereo unspecified)	-6	-1	-15	15	3
45	COC(=O)C(C(=O)Nc1nc2ccccc2s1)C1CCCC1 (stereo unspecified)	3	1	-12	6	-1
46	O=C(NCCCNCc1ccccc1)c1ccccn1	3	7	0	32	4
47	COCCOC(=O)C1=C(C)NC(=O)NC1c1c(Cl)nc2ccccn2c1=O (stereo unspecified)	0	0	-16	12	2
48	COCCN(C(=O)COC(=O)COc1ccc(Cl)c(C)c1)c1c(N)n(Cc2ccccc2)c(=O)[nH]c1=O	-3	-2	-1	12	-1

no.	HIF act	SKKanGAS inh	HSF-1 act	aSyn 5UTR inh	Platelet DG rel
41	0.7	-9	6	-102	11
42	-0.5	5	8	-18	-1
43	0.6	11	4	-5	2
44	0.0	13	10	-2	8
45	-0.3	0	2	7	12
46	0.1	3	-18	11	6
47	-0.5	-5	4	18	12
48	-0.4	-5	-3	4	18

Exported in transposed form: part of the list above
[37] COc1ccc(/C=N/NC(=O)c2cc(C34CC5CC(CC(C5)C3)C4)[nH]n2)cc1OC
[38] Cn1c2ccccc2c2cnn(CC(=O)Nc3cccc(F)c3)c(=O)c21
[39] CC1CCN(C(=O)CSc2ccc(-c3cccnc3)nn2)CC1
[40] COc1ccc2c(c1OC)C(=O)OC2Nc1nc(-c2ccc(-c3ccccc3)cc2)cs1 (stereo unspecified)
[41] COc1ccc(-c2oc3ccccc3c2C(=O)OCc2ccccc2)cc1
[42] Cn1c(NCc2c(O)ccc3ccccc23)nc2ccccc21
[43] COc1ccc(C(C)=O)cc1CSc1nnc(-c2ccc(Cl)cc2)n1-c1ccccc1
[44] Cc1ccc(S(=O)(=O)Nc2nc3ccccc3nc2NCC2CCCO2)c(C)c1 (stereo unspecified)
[45] COC(=O)C(C(=O)Nc1nc2ccccc2s1)C1CCCC1 (stereo unspecified)

assay / entry,37,38,39,40,41,42,43,44,45
IEC-6 tox,0,5,5,-3,2,-6,-1,-6,3
HSP90 refold inh,0,0,1,-2,4,-3,-1,-1,1
KLF5 inh,18,-35,-30,-141,-48,-33,-23,-15,-12
AI-2 QS mod,10,14,13,13,-1,28,6,15,6
HSF1 inh,-2,-18,1,4,-7,2,11,3,-1
HIF act,-0.2,-0.1,0.1,0.2,0.7,-0.5,0.6,0.0,-0.3
SKKanGAS inh,4,8,-4,-8,-9,5,11,13,0
HSF-1 act,4,-1,-15,6,6,8,4,10,2
aSyn 5UTR inh,6,1,10,-233,-102,-18,-5,-2,7
Platelet DG rel,10,5,6,6,11,-1,2,8,12

Compound activity from PubChem BioAssay.
